# Screens: PubChem BioAssay, several laboratories
# DSG3 Ab inh = inhibitors of pemphigus antibody binding to human desmoglein-3 | binding (percent of control), % at 10 µM | DSG3-coupled beads, scFv-anti-DSG3-GFP binding, flow cytometry; active compounds read low | actives 0.48% (n = 310,000) | AID 588358;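 active = binding more than 3 SD below its plate's average and above zero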;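 also: hits lower antibody fragment binding to DSG3; some compounds called inactive have numbers as strong as hits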
# PfHsp90 yeast 2 = inhibits growth of yeast expressing Plasmodium falciparum Hsp90. S. cerevisiae expressing PfHsp90, BacTiter-Glo ATP, 48 h; yeast lacking PDR1 and PDR3 efflux regulators. inhibition, % at 9.4 µM. actives 0.32% (n = 310,000);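 active = every replicate shows inhibition above about 80%, whatever the replicate mean, limit read from the data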;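 also: 0% = DMSO neutral controls and 100% = 20 µM radicicol positive controls; yeast relying on Plasmodium falciparum Hsp90 in place of its own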
# phage Ecoli inh = E. coli growth loss with phage present. inhibition, % at 11.9 µM. growth absorbance. actives 0.26% (n = 360,000). AID 651602; in the data active = inhibition above about 11%
# AddAB inh = less growth of phage-infected E. coli with AddAB; inhibition, % at 11.9 µM; actives 0.29% (n = 330,000); E. coli expressing H. pylori AddAB, absorbance growth; AID 435030; in the data active = inhibition above about 12%;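 also: 0% = vehicle wells of infected cells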
# OPRM1-OPRD1 ag = OPRM1-OPRD1 heterodimerization agonism; P35372+P41143; cells, luminescence; activation, % at 9.3 µM; actives 0.3% (n = 340,000); AID 504326; in the data active = activation above about 18%;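 also: 0% = vehicle-treated cells and 100% = reference agonist; values of inactives mirror those of a sister screen read the other way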
# Ecoli viability = reduces bacterial viability in AddAB counter-screen. actives 0.27% (n = 330,000). inhibition, % at 11.9 µM. E. coli V3065 growth, OD600 absorbance, 18 h;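 active = inhibition above the campaign's mean inhibition across all tested compounds plus 3 SD, cut at about 9.9% in these data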;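 also: uninfected addAB+ strain grown without phage in ampicillin broth; 0% = DMSO wells and 100% = ciprofloxacin 0.95 µg/ml wells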
# SUMO Mot1 rescue = blocks SUMOylation pathway, rescuing yeast Mot1-301 growth; actives 1% (n = 320,000); growth rescue, % at 18.8 µM; S. cerevisiae Mot1-301 growth rescue, ATP luminescence, 38.5C; percent above DMSO median, 100 means doubled;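 active = every valid replicate shows activation above 250% relative to neutral control wells; inactive = the rest, any valid replicate at or below 250%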;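 also: OY570 slx delta 5 strain wells were the positive control but not used for scaling; some compounds called inactive have numbers as strong as hits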
# OPRM1-OPRD1 inv = inverse agonist of human OPRM1-OPRD1 heterodimerization; inhibition, % at 9.3 µM; actives 0.21% (n = 340,000); AID 504357; P35372+P41143; cell-based MOR-DOR heterodimer luminescence, inverse agonism; in the data active = inhibition above about 22%, passing the limit was not always enough;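 also: 0% = cells with DMSO and 100% = wells without cells with DMSO; values of inactives mirror those of a sister screen read the other way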
# HTR5A inv ctr = counter-screen for OPRM1-OPRD1 inverse agonists: human HTR5A inverse agonism; P47898; HTR5A cell line, luminescence; inhibition, % at 9.3 µM; actives 0.083% (n = 340,000); AID 504634; in the data active = inhibition mostly above about 23%, no sharp cut-off; inactive = mostly below about 18%;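 also: 0% = cells with DMSO and 100% = no-cell wells with DMSO; some compounds called inactive have numbers as strong as hits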
# Target sequence (P47898 whole entry, looked up): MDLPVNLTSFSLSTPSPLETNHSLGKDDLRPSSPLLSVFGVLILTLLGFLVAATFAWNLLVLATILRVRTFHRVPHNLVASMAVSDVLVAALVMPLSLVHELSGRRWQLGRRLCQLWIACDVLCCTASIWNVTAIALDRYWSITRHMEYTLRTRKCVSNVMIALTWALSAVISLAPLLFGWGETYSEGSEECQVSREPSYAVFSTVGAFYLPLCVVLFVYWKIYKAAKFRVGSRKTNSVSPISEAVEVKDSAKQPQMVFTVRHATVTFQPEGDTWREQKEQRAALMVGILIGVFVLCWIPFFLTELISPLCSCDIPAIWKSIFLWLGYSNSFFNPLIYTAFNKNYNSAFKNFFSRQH
# HTR5A ag = HTR5A agonism, opioid heterodimer counter-screen. actives 0.61% (n = 340,000). activation, % at 9.3 µM. AID 504692. HTR5A agonist assay, luminescence, cell-based; in the data active = activation mostly above about 9.5%, no sharp cut-off; inactive = mostly below about 7.6%;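 also: 0% = cells with vehicle only and 100% = reference agonist; strong numbers were not always called active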
# PKA-R1A activ = PKA-R1A complex activation; activation, % at 11.4 µM; actives 0.083% (n = 340,000); P00514+P68181; PKA-R1A dissociation, Cy5-IP20 fluorescence polarization; scaled: DMSO 0%, 113 µM cGMP 100%; AID 504707;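 active = percent activation above the mean of all tested compounds plus 3 SD, cut at about 19% in these data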;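 also: higher means more PKAc released from R1A so a rise in polarization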
# Starred values were filed as active, the others as inactive; / = not tested or not shown. Random draw from the library, and some 3.2% of all compounds hit somewhere here.
SMILES,DSG3 Ab inh,PfHsp90 yeast 2,phage Ecoli inh,AddAB inh,OPRM1-OPRD1 ag,Ecoli viability,SUMO Mot1 rescue,OPRM1-OPRD1 inv,HTR5A inv ctr,HTR5A ag,PKA-R1A activ
CCOc1ccc(CN2CCN(C/C=C/c3ccc(OC)cc3)CC2CCO)cc1 (centres undefined),87.6,10.4,3.6,2.0,0.4,0.2,1.2,-2.7,1.9,-0.8,-4.3
CCOc1ccc(NC(=O)c2ccc(CNc3c(NC4CCCCC4)c(=O)c3=O)cc2)cc1,95.8,-23.0,1.4,1.6,-2.2,-0.7,/,12.0,-1.4,0.6,-3.8
Cc1ccc(CN2C(=O)N/C(=C\c3cccn3-c3cccc(C(=O)O)c3)C2=O)cc1,103.3,-25.9,0.6,1.7,-2.7,1.1,12.7,13.6,-3.7,1.4,-1.5
O=C(CCCSc1ccccc1)Nc1ccc(Cl)c(S(=O)(=O)N2CCOCC2)c1,/,15.4,1.1,1.4,0.2,1.2,2.4,-0.7,-15.5,0.9,5.3
O=C(Cn1ccc([N+](=O)[O-])n1)NCc1nc2ccccc2[nH]1,113.8,13.7,0.6,4.2,-1.1,3.8,-5.6,5.4,7.7,-3.1,2.0
CCNC(=S)NNC(=O)c1cccn(Cc2ccc(Cl)cc2Cl)c1=O,97.0,/,4.4,-1.9,0.8,-3.7,289.9,-3.9,-11.0,4.2,10.4
CCN(C(=O)COc1ccc(N(C)S(=O)(=O)c2ccc(NC(C)=O)cc2)cc1)C1CCCCC1,98.4,/,1.3,0.7,0.3,1.1,-13.4,-1.6,2.8,-0.8,-7.3
Cc1ccc(S(=O)(=O)NC(C)(C)CSc2nncn2C)cc1,85.6,-4.8,1.1,-0.4,0.2,-0.2,6.5,-1.2,-1.2,-0.3,6.4
O=C(Cn1nnc2ccccc21)NNC(=O)c1ccccc1,88.0,-14.7,1.2,-0.6,-2.2,0.1,-8.0,11.3,-0.5,0.5,-4.1
O=C(CCc1nnc(CCc2ccccc2)o1)N1CCCCC1CCn1cccn1 (centres undefined),85.7,/,4.8,2.5,-1.7,-0.9,-3.3,10.6,-3.8,3.2,-0.6
COc1ccccc1-n1cc(C(=O)NCC(=O)N2CCN(Cc3ccccc3)CC2)c2ccccc2c1=O,/,-20.7,3.5,6.8,0.5,-0.1,-14.5,-2.3,16.1,2.6,3.1
CC1CC(C)CN(C(=O)CN2CCN(Cc3ccc(Cl)cc3)C2=O)C1 (centres undefined),/,/,3.2,3.1,-0.2,-0.4,19.0,1.3,8.4,-3.2,9.3
O=C(CNS(=O)(=O)c1ccccc1)OCC(=O)c1cccc([N+](=O)[O-])c1,93.1,8.7,-0.3,4.6,-11.6,2.2,99.7,61.3*,13.8,-7.7,-16.8
NCCSc1c(-c2ccc(Cl)cc2)[nH]c2ccccc12,93.1,-32.7,5.8,2.1,2.9,0.3,378.5,-14.9,-41.4,0.0,-3.0
COc1cccc(C(=O)CN2CCC(NC(=O)NC3CCCCC3)CC2)c1,99.8,-4.6,3.9,/,-2.1,/,/,10.5,2.9,-7.0,-3.1
Cc1ccc(Nc2nc(N)c([N+](=O)[O-])c(NCc3ccco3)n2)cc1,86.7,-76.8,3.4,0.3,3.7,-0.6,-2.8,-25.1,17.0,2.7,-8.2
CCNc1ccc(S(=O)(=O)N(C)C)cc1[N+](=O)[O-],94.9,-4.4,1.9,-1.1,-0.5,0.2,-7.5,2.6,-15.1,6.1,1.1
CCOC(=O)c1cc(-c2ccco2)nc2c1c(C)nn2-c1ccccc1,93.2,10.6,-2.9,-0.5,-3.6,-3.0,-2.4,20.5,-5.3,-2.5,0.3
CCc1ccc(CN(C)Cc2nc(Cc3ccc(OC)c(OC)c3)no2)nc1,88.8,9.0,-0.1,1.6,-2.7,-0.9,-15.1,16.8,-14.6,-0.7,3.2
Cc1ccc(N(CC(O)CN(C)C)S(=O)(=O)c2ccccc2)cc1 (centres undefined),102.5,-0.9,-0.9,3.3,-1.6,-2.0,19.3,7.3,-5.7,1.5,-0.2
CSc1nc(-c2ccc(Cl)cc2)nn1C(=O)c1ccccc1,119.8,21.4,2.7,6.7,-1.8,1.0,3.8,9.5,-8.0,2.0,-1.8
OCC1(Cc2ccccc2C(F)(F)F)CCN(Cc2ccncc2)CC1,103.2,-3.5,-0.3,0.8,-1.1,-1.4,/,5.7,-2.5,-0.1,-4.7
CCOC(=O)c1sc(=N)n(-c2ccc(OC)cc2)c1C,93.7,-3.9,4.3,1.2,1.3,0.7,530.9,-8.3,-11.9,2.3,-6.9
Cc1ccc(NC(=O)C2CCCN(S(=O)(=O)c3ccc4[nH]c(=O)ccc4c3)C2)cc1C (centres undefined),108.3,6.1,0.1,5.0,-1.5,0.9,1.6,7.5,-12.0,4.6,4.1
COc1ccc(OC)c(NC(=O)CCN2CCN(c3ccccc3OC)CC2)c1,97.1,-2.2,0.6,5.2,-2.5,0.7,319.0,11.9,-0.3,0.1,2.4
CC1CN(C(=O)COC(=O)c2cc([N+](=O)[O-])ccc2Cl)CC(C)O1 (centres undefined),102.9,20.0,4.0,1.9,-1.2,3.8,0.5,6.2,-11.3,4.7,2.3
Cc1nn(-c2nc3ccccc3n2Cc2ccccc2)c2c1C(=O)CC(C)(C)C2,/,-29.4,1.8,2.4,4.0,1.4,3.9,-18.2,-0.3,-3.2,2.2
O=C(CN(C(=O)Cn1nnc(-c2cccs2)n1)c1ccc2c(c1)OCCO2)NCc1ccccc1,103.5,/,3.6,2.0,-2.7,1.3,-9.9,15.8,-1.2,3.4,-6.1
CC1=C(C(=O)OCc2ccccc2)C(c2ccccc2[N+](=O)[O-])NC(=O)N1C (centres undefined),119.3,0.9,3.0,1.4,0.8,1.0,-4.2,-4.0,8.4,-2.2,6.7
COc1ccc(CCC(=O)NNC(=O)c2ccccn2)cc1OC,91.8,-6.7,-1.6,/,0.4,/,/,-3.0,4.8,-1.9,-4.3
O=C1OC(c2ccccc2)(c2ccc(O)cc2)c2ccccc21 (centres undefined),90.8,-7.5,1.6,/,0.6,/,/,-3.1,-87.0,22.4*,3.7
COc1ccc(C(=O)NCC2(c3ccccc3)CCCC2)c(OC)c1,100.8,31.0,0.3,0.2,7.0,0.1,-0.6,-31.8,-5.0,1.4,-4.1
C/C(=N\Nc1nc2ccccc2[nH]1)c1ccc2c(c1)OCCO2,105.0,-6.8,1.7,-2.9,1.0,1.8,25.8,-5.1,3.3,-1.2,-5.7
O=C([C@H](Cc1ccccc1)NS(=O)(=O)c1ccc(Cl)cc1)N1CC[C@@]2(O)CCCC[C@H]2C1,108.5,39.6,3.9,4.0,-0.8,1.5,-9.3,4.3,-13.2,2.3,-4.0
COc1ccccc1CN1CC(C(=O)N2CCN(c3ccc(F)cc3)CC2)CC1=O (centres undefined),98.4,9.4,0.7,3.8,-3.6,0.8,3.9,20.1,-9.8,3.8,-6.0
CC(C)Oc1ccc(CNC(=S)N/N=C/c2cccnc2)cc1,100.2,-20.9,2.0,3.0,0.1,-0.1,-7.5,-0.8,-18.6,7.3,-8.4
Cc1cc(C)c(C(=O)NC2CCCc3c2cnn3-c2ccc(C)c(C)c2)c(=O)[nH]1 (centres undefined),106.4,1.6,1.5,3.0,-1.0,1.2,8.8,5.0,-11.8,2.5,-3.5
COc1cc(OC)c(OC)cc1CN1CCN(Cc2cccn2C)CC1,99.1,-8.3,-1.0,4.0,-0.2,-1.8,-0.3,1.2,22.1,-6.4,-0.2
Cc1ccccc1NS(=O)(=O)c1cc(C(N)=O)ccc1C,91.8,9.4,0.3,-0.3,-0.2,1.6,-3.5,1.0,-2.3,1.2,-2.9
CCOC(=O)[C@@H]1[C@H]2COc3ccccc3[C@@H]2N2C(=O)N(c3ccc(C(F)(F)F)cc3)C(=O)[C@]12C,103.3,3.6,0.6,0.6,-1.2,1.4,0.5,6.4,-17.6,0.9,0.2
COc1ccc(CNCc2c(O)c(Cl)cc3c(C)c(C)c(=O)oc23)c(OC)c1,104.0,10.2,-0.4,-1.2,-0.2,2.0,4.0,0.8,10.5,-3.0,-0.9
O=C(NCc1ccc2c(c1)OCO2)c1ccc(Cl)c(S(=O)(=O)NCc2ccccc2)c1,94.0,-4.6,4.2,2.1,-0.5,0.9,6.2,2.7,16.6,2.3,8.6
Cn1c(SC2CCCCC2=O)nnc1-c1ccncc1 (centres undefined),103.7,-17.2,2.3,0.7,0.5,2.7,2.8,-2.6,8.7,6.9,-2.0
CC(C)Cn1cc(C(=O)NCCCN2CCCC2=O)c2c3ccccc3n(C)c2c1=O,95.4,-28.6,0.0,0.2,-1.4,0.6,8.3,7.9,3.8,-1.5,1.3
COCCNC(=S)N1CCN(c2ccc(Cl)cc2)CC1,101.1,-17.4,4.8,0.4,-4.1,0.2,46.5,19.1,16.5,1.4,-6.8
Cc1ccc(SC(C)c2nc(-c3cccnc3)no2)cc1 (centres undefined),97.2,8.1,2.4,0.7,-2.6,0.7,5.2,14.7,15.8,-1.0,-3.2
C=CCOc1ccc(CNCC2CCCO2)cc1 (centres undefined),96.9,-14.7,4.0,0.7,0.3,1.8,184.4,-1.7,-22.3,6.0,7.5
CCCCn1c(=N)n(CC(O)COc2ccc(C)cc2)c2ccccc21 (centres undefined),/,/,6.8,4.1,5.0,4.1,-7.0,-25.1,-2.3,0.8,1.9
CC(/C=N/NC(=O)Cn1cnc2c1c(=O)n(C)c(=O)n2C)=C\c1ccccc1,96.4,-6.8,2.7,3.2,/,-1.3,11.5,/,/,/,-10.4
COc1ccc(C2=NOC(C(=O)Nc3ccc4c(c3)OCO4)C2)cc1OC (centres undefined),88.5,-28.8,1.5,2.7,-0.7,-1.1,8.3,3.4,-3.8,1.6,9.2
# (more compounds)
SMILES,DSG3 Ab inh,PfHsp90 yeast 2,phage Ecoli inh,AddAB inh,OPRM1-OPRD1 ag,Ecoli viability,SUMO Mot1 rescue,OPRM1-OPRD1 inv,HTR5A inv ctr,HTR5A ag,PKA-R1A activ
Cn1c(=O)c2c(nc(N3CCCCCC3)n2CC(=O)c2ccccc2)n(C)c1=O,99.9,3.3,1.3,-2.1,-2.2,-4.6,-19.7,12.2,-21.8,-0.3,-0.6
Cc1ccc(CSc2nnc(-c3ccncc3)n2N)cc1,109.5,/,2.9,2.1,/,-1.0,44.9,/,/,/,/
Cc1ccc(C(=O)Oc2ccccc2N2C(=O)C3C4CCC(C4)C3C2=O)cc1 (centres undefined),97.1,19.8,3.2,4.2,-0.2,1.0,15.1,1.2,17.9,2.4,-21.4
Cc1ccc(C(=O)NCC(=O)OC(C)C(=O)NC2CCCc3ccccc32)cc1 (centres undefined),109.6,-5.3,-0.5,0.3,-1.6,0.0,-9.5,8.1,-22.3,8.2,-5.0
